T cell modulator = modulators of CD8 T cell-vesicle binding, primary screen, mouse 2C CD8+ T cells, flow cytometry; 2C CD8+ T cell-vesicle binding; hits give low values; calls only at 7 µM; 0.068% of 330,000 active; AID 2052, 2009;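 active = response, share of CD8 T cells binding vesicles, and their 90th percentile fluorescence all below set limits, cut at about 80% in these data, passing the limit was not always enough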
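Read-out – percent CD8+ FL2 mean versus row control · System – murine 2C transgenic CD8+ T lymphocytes · Times – 1.5 h cell–vesicle binding at 37 °C, then 20 min icy labelling · Control set – naked vesicles low, QL9 vesicles with vehicle high · Detection – cytometric PE anti-B7-1 and Alexa647 anti-CD8 signals after 1% paraformaldehyde fixation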
WT yeast gro inh = growth inhibition of WT strain, primary screen, mitochondrial fusion inhibitor project, WT and mutant strains, chemical genetic; inhibition, % at 10 µM; AID 1362, 2008; 2.1% of 190,000 active; mitochondrial fusion phenotypic screen; in the data active = inhibition above about 58%; tested in S. cerevisiae
Ins promoter up = insulin promoter activators in MIN6 cells, imaging, high-content screening, mouse beta cells. z-score at 5 µM. MIN6 insulin promoter-GFP reporter; hits give high values. 0.3% of 190,000 active;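 active = z-score above 3 at 5 µM with at least 500 cells counted in the well; inconclusive = wells under 500 cells, flagged as cytotoxic or low count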
Myeloid diff 2 = induction of myeloid progenitor differentiation, primary screen, cell-based, flow cytometry, MLPCN library | 1% of 360,000 active | calls only at 10 µM | ER-HoxA9 myeloid progenitors, lysozyme-GFP differentiation;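 active = normalized GFP-positive differentiation at or above the plate's own cutoff, the solvent-only control mean plus 3 SD; inconclusive = no clear call, values can overlap the other calls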;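 also: cells exposed to compound for four days before flow analysis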
MT stabilizer = microtubule stabilizers in HeLa cells, primary screen, imaging, high-content imaging; 0.83% of 200,000 active; % tubulin-high responders, % at 10 µM; HeLa tubulin immunostaining HCS, 24 h; share of cells brighter than vehicle mean+2SD; AID 2205, 2009;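 active = plate Z-score above 3 for both tubulin-high and condensed-nucleus cell shares, with cell loss under 80%, at 10 µM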;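 also: anti alpha tubulin signal scored within the nucleus-defined area of each cell; some results filed as inactive read as strong as hits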
b-catenin transl = modulators of beta-catenin nuclear translocation, primary screen, imaging, HeLa cells, immunofluorescence, high-content. nuclear translocation activity, % at 5 µM. 0.3% of 190,000 active. AID 1665, 2009;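 active = nuclear translocation activity above 50% at 5 µM, with a well cell count of 50 or more; inconclusive = wells under 50 cells across six images, flagged as toxic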;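 also: per-cell ratio of nuclear to cytoplasmic median beta-catenin stain intensity; plate controls were DMSO negative control for no effect and GSK-3 inhibitor IX positive control for full effect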
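Assay system: human HeLa cells, native beta-catenin; doses: 5 µM primary, 0.02–20 µM confirmation; incubation: compound treatment 24 h, 37°C, 5% CO2; technique: fluorescence imaging of beta-catenin antibody stain plus DAPI; measure: % activation, nuclear-to-cytoplasmic median beta-catenin signal ratio per cell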
Autophagy mod = autophagy modulators in MEF cells, primary screen, imaging, high-content, MEF GFP-LC3; MEF GFP-LC3 puncta imaging; test concentration mostly 10 µM; calls only at 10 µM (by protocol); 0.98% of 190,000 active; AID 463193, 2010;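 active = percentage of spot-positive cells more than 3 SD above its plate mean, without a fluorescence outlier flag or 80% toxicity; inconclusive = no clear call, values can overlap the other calls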;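 also: spot-positive cell cutoff set from DMSO-treated cells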
West Nile virus CPE = West Nile virus antiviral activity, cell-based, CPE readout (AID 1621); West Nile virus-infected cells, CPE inhibition; higher % means a stronger effect; CPE inhibition, % at 10 µM, or IC50 in µM where a hit was titrated; 0.02% of 290,000 active; in the data active = a potency from the dose series; inconclusive = CPE inhibition mostly from about 3.7% at the one dose, without a potency; inactive = the rest, 99 in 100 with CPE inhibition below about 2.2%; also: strong numbers were not always called active
Hep lipid drop = inhibitors of hepatocyte lipid droplet formation, primary screen, imaging, high-throughput imaging, BODIPY stain. AID 1656, 2009. 0.4% of 240,000 active. AML12 mouse hepatocytes, oleate lipid droplets. inhibition, % at 6.5 µM;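 active = lipid droplet intensity inhibited by at least 50%, with more than 500 cells counted; inconclusive = wells with under 300 cells, treated as cytotoxic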
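Material: mouse AML12 hepatocyte cell line, fixed after treatment; Timing: compound with oleate, overnight; Technique: high-content imaging of BODIPY-stained droplets and DAPI nuclei; Probe or stimulus: oleate, 100 µM final; Dosing: compound at 6.5 µM only.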
WT yeast gro inh mutant strain = second read-out of WT yeast gro inh, no call of its own (marks repeat the call); inhibition, %; mitochondrial fusion phenotypic screen, mutant strain inhibition
Ins promoter up cell count = also measured in Ins promoter up; calls as there; cell count; measured here: cytotoxicity, nuclei count;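 total cells summed across four imaged fields per well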
Hep lipid drop cells 6.5 µM = also measured in Hep lipid drop; calls as there; cell count; measured here: cell count, cytotoxicity flag;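 cells counted across two imaged fields per well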
b-catenin transl cell count 5 µM = second read-out of b-catenin transl, no call of its own (marks repeat the call); cell count; measured here: cell count, cytotoxicity flag
T cell modulator vesicle-bound % = recorded beside T cell modulator, whose call it bears; double positive events, %; measured here: CD8+ vesicle-bound cell fraction;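 binding gate set so that unloaded-vesicle control wells show 10% double positive cells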
MT stabilizer Hoechst-high % = further read-out of MT stabilizer, marked with its call; % Hoechst-high responders; measured here: nuclear condensation Hoechst responders;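 share of cells brighter than vehicle mean plus two SD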
MT stabilizer cytotoxicity % = recorded beside MT stabilizer, whose call it bears; toxicity, %; measured here: cytotoxicity by cell density;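 0% = mean cell density of plate MIN control wells and 100% = no cells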
Autophagy mod cell loss 18 h = second read-out of Autophagy mod, no call of its own (marks repeat the call); toxicity, %; measured here: cell loss, nuclei count;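 cell loss after 18 h compound exposure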
Myeloid diff 2 GFP+ MAC1+ % = recorded beside Myeloid diff 2, whose call it bears; GFP+ MAC1+ double positive, %; measured here: differentiation confirmed by MAC1 staining
Numbers without * were called inactive; i = inactive; ? = inconclusive; / = not tested or not shown; + = active, no number.

SMILES	T cell modulator	T cell modulator vesicle-bound %	WT yeast gro inh	WT yeast gro inh mutant strain	Ins promoter up	Ins promoter up cell count	Myeloid diff 2	Myeloid diff 2 GFP+ MAC1+ %	MT stabilizer	MT stabilizer Hoechst-high %	MT stabilizer cytotoxicity %	b-catenin transl	b-catenin transl cell count 5 µM	Autophagy mod	Autophagy mod cell loss 18 h	West Nile virus CPE	Hep lipid drop	Hep lipid drop cells 6.5 µM
CCc1cc2c(=O)n(CC(=O)NC3CCCCC3)cnc2s1	i	6	/	/	/	/	i	4.0	/	/	/	/	/	/	/	0.0%	6	698
COc1cc(-c2[nH]ncc2CN2CCSCC2)cc(OC)c1OC	i	38	/	/	0.18	1022	i	0.1	/	/	/	-1.2	1313	/	/	0.1%	2	772
Cc1nc(N(C)Cc2ccccc2)c2c(C)c(C)sc2n1	i	22	/	/	/	/	i	1.8	/	/	/	/	/	/	/	-1.2%	-1	760
CSc1cccc(N2CC(C(=O)N(Cc3nnc(-c4ccccc4Cl)o3)C3CC3)CC2=O)c1 (stereo unspecified)	i	19	/	/	/	/	+	5.8*	/	/	/	/	/	/	/	0.3%	-8	719
Cc1cccc(N(CC(=O)NC(C)C)C(=O)c2ccc(N3CCCC3)nc2)c1	i	48	-3	0	-0.98	1282	i	0.4	4.6	1.7	9.7	0.6	1048	i	11	0.1%	8	750
N#CCCCCn1c(-c2cncs2)nc2ccccc21	i	16	8	9	0.75	1362	i	0.4	1.4	1.4	1.8	-1.3	1422	i	3	-0.1%	/	/
CC1(C)CC(=O)/C(=C\c2cccc([N+](=O)[O-])c2)C(C)(C)N1	i	41	21	11	/	/	i	1.7	3.0	4.0	6.4	0.0	953	i	10	?	0	591
COc1cc2c(cc1OC)C(C)N(C(C)=O)CC2 (stereo unspecified)	i	23	-9	-3	/	/	i	4.3	3.2	1.8	4.0	1.4	978	i	4	0.3%	-6	760
O=C(O)CC(CNC(=O)C1CCCN1C(=O)OCc1ccccc1)c1ccccc1 (stereo unspecified)	i	28	/	/	/	/	i	0.2	/	/	/	/	/	/	/	-0.1%	10	769
CC(CC(=O)N1CCc2ccccc21)n1cccn1 (stereo unspecified)	i	5	/	/	/	/	i	2.1	/	/	/	/	/	/	/	-0.4%	5	788

Fetched one by one from the list above, three records:
SMILES	T cell modulator	T cell modulator vesicle-bound %	WT yeast gro inh	WT yeast gro inh mutant strain	Ins promoter up	Ins promoter up cell count	Myeloid diff 2	Myeloid diff 2 GFP+ MAC1+ %	MT stabilizer	MT stabilizer Hoechst-high %	MT stabilizer cytotoxicity %	b-catenin transl	b-catenin transl cell count 5 µM	Autophagy mod	Autophagy mod cell loss 18 h	West Nile virus CPE	Hep lipid drop	Hep lipid drop cells 6.5 µM
O=C(O)CC(CNC(=O)C1CCCN1C(=O)OCc1ccccc1)c1ccccc1 (stereo unspecified)	i	28	/	/	/	/	i	0.2	/	/	/	/	/	/	/	-0.1%	10	769
CCc1cc2c(=O)n(CC(=O)NC3CCCCC3)cnc2s1	i	6	/	/	/	/	i	4.0	/	/	/	/	/	/	/	0.0%	6	698
N#CCCCCn1c(-c2cncs2)nc2ccccc21	i	16	8	9	0.75	1362	i	0.4	1.4	1.4	1.8	-1.3	1422	i	3	-0.1%	/	/

New compounds follow
SMILES	T cell modulator	T cell modulator vesicle-bound %	WT yeast gro inh	WT yeast gro inh mutant strain	Ins promoter up	Ins promoter up cell count	Myeloid diff 2	Myeloid diff 2 GFP+ MAC1+ %	MT stabilizer	MT stabilizer Hoechst-high %	MT stabilizer cytotoxicity %	b-catenin transl	b-catenin transl cell count 5 µM	Autophagy mod	Autophagy mod cell loss 18 h	West Nile virus CPE	Hep lipid drop	Hep lipid drop cells 6.5 µM
Cc1ccccc1OCC(=O)Nc1ccc2c(c1)C(=O)c1ccccc1C2=O	i	56	18	27	/	/	i	0.1	2.2	1.8	11	-2.5	1125	i	-6	-0.1%	-4	672
COc1ccccc1OCCC(=O)OCC(=O)NCc1ccc(Cl)cc1	i	45	-7	5	-0.17	1275	i	0.5	4.3	3.3	8.9	-1.3	1047	i	-3	1.3%	-8	640
O=C1c2ccccc2C(=O)N1CCCCN(C(=O)c1ccco1)c1ccc(Cl)cc1	i	34	6	-5	/	/	i	1.4	4.9	1.4	4.3	/	/	i	9	-0.2%	/	/
Cc1cccc(C(=O)NC2C(=O)NNC2c2ccc(Cl)cc2)c1 (stereo unspecified)	i	57	-6	-22	0.02	1312	i	0.2	2.5	3.5	11	-0.1	1088	i	-3	1.4%	6	706
C=CCn1c(SCC(=O)Nc2ccc3c(c2)CCC3)nnc1-c1cccs1	i	26	70*	9.5*	0.08	1158	i	1.1	3.8	1.9	7.1	0.5	947	i	2	-0.1%	-1	774
CCCC(OC(=O)CN1C(=O)COc2ccccc21)C(=O)NC1CCCC1 (stereo unspecified)	i	46	3	5	-0.13	1136	i	5.9	2.0	1.1	5.6	1.3	1203	i	21	/	-20	770
CCC1=NN2C(=N)/C(=C/c3ccc(OS(=O)(=O)c4ccccc4)cc3)C(=O)N=C2S1	i	35	/	/	/	/	i	9.1	/	/	/	/	/	/	/	-0.1%	6	708
CSc1nnc2c(n1)OC(c1ccsc1)N(C(C)=O)c1ccccc1-2 (stereo unspecified)	i	58	-3	-5	-0.23	1847	i	0.7	2.4	2.6	9.7	-1.9	1062	i	8	0.1%	0	650
COc1ccc(/C=C/C(=O)NC2=NCCS2)cc1OC	i	39	-8	4	0.45	1399	i	0.5	7.1	1.4	11	2.0	1040	i	2	-0.2%	13	717
O=C1CC(c2ccco2)CC(O)=C1C=NCCN1CCN(C2CC(=O)N(c3ccccc3)C2=O)CC1 (stereo unspecified)	/	/	-1	4	0.14	1168	i	0.3	3.0	1.0	7.8	4.7	1185	i	-5	-0.3%	-7	735
COc1cc(OC)nc(Oc2ccccc2C(=O)Oc2ccccc2Cl)n1	i	50	62*	61*	/	/	i	6.9	2.6	1.1	3.1	/	/	i	-2	0.8%	/	/
CCOc1ncccc1C(=O)OCC(=O)c1ccccc1	i	1	-11	-2	-0.85	1529	i	0.5	5.0	1.4	9.3	-5.9	1052	i	8	0.2%	-20	657
CCOCCCNC(=O)Cn1cc2c(n1)CCCCC2	i	11	5	1	0.97	2045	i	0.9	3.3	2.4	6.9	-1.6	1122	/	/	0.2%	1	688
CC1(C)CC(=O)C2=C(C1)Nc1cc3c(cc1C2c1ccc(F)cc1)OCO3 (stereo unspecified)	i	68	17	4	0.97	1451	i	0.3	3.7	2.5	5.4	3.0	1428	i	-4	-0.1%	/	/
COc1cc(S(=O)(=O)N2CCN=C2c2ccccc2)ccc1Cl	i	6	/	/	/	/	i	3.6	/	/	/	/	/	/	/	-0.1%	7	835
CCOc1ccccc1C(=O)NCC(=O)NCCCc1ccccc1	i	37	-5	-2	-0.41	1316	i	0.8	3.0	1.6	3.6	/	/	i	4	-0.1%	24	778
O=C(c1ccccc1Cl)N1CCN(c2ccccn2)CC1	i	45	-11	-25	0.69	1302	i	0.2	3.0	2.1	12	/	/	i	-8	/	7	685
CC(=O)c1ccc(N=C2SCCCN2C(=O)C2CCCC2)cc1	i	58	-4	-12	-0.21	1323	i	0.1	2.8	3.3	7.9	0.0	1089	i	-3	-0.1%	4	679
Cc1cc(=O)oc2cc(OCC(=O)Nc3cccc(S(=O)(=O)N(C)C)c3)ccc12	i	41	12	17	0.46	1284	i	0.4	3.2	2.1	2.7	/	/	i	9	-0.3%	-15	622
O=C(NCc1ccco1)C(Cc1ccccc1)N1C(=O)c2ccccc2C1=O (stereo unspecified)	i	52	1	1	-0.69	1092	i	0.4	3.9	3.5	8.7	-3.9	1221	i	6	0.0%	10	750
COc1ccc(C(=O)Nc2ccc(S(=O)(=O)NC(C)=O)cc2)cc1	i	12	7	6	-0.13	1222	i	5.2	6.2	2.7	7.3	/	/	i	9	0.3%	-8	615
O=C(COC(=O)c1cc(-c2cccs2)nc2ccccc12)NCc1ccco1	i	15	5	9	/	/	i	1.1	2.2	2.0	8.1	-4.6	835	i	16	0.4%	/	/
S=c1[nH]nc(-c2ccccc2)n1Cc1ccccc1	i	57	1	12	0	1604	i	0.6	2.1	4.6	3.7	2.8	1350	i	-8	0.6%	/	/
O=C(NCc1ccco1)c1cc2ccccc2o1	i	44	24	12	0.41	1315	i	1.4	2.6	1.2	9.5	-5.6	988	i	1	0.4%	/	/
O=S(=O)(NCCc1csc(-c2cccnc2)n1)c1cccs1	i	57	9	7	-0.46	1903	i	1.9	9.9	1.6	5.0	2.0	1100	/	/	0.0%	6	667
COc1ccc(C)cc1S(=O)(=O)Nc1ccccc1C	i	38	8	2	-0.85	1854	i	0.6	1.5	1.6	3.4	-0.5	1029	i	2	-0.3%	-26	619
Cc1ccc(S(=O)(=O)N2CCOCC2)cc1NC(=O)CNCC1CCCCC1	i	47	-2	-6	0.34	1394	i	0.1	2.4	2.8	4.1	-4.2	1169	i	11	-0.9%	18	668
Cc1ccc(S(=O)(=O)NCc2ccc(C(=O)N(C)CCC#N)cc2)cc1	i	38	3	25	-0.27	1515	i	0.7	1.5	2.2	5.7	-2.1	1300	i	10	0.5%	/	/
Cc1ccc(C(=O)CSc2nnc(-c3ccco3)n2C)cc1	i	52	11	-2	0.79	1453	i	0.4	5.3	1.3	9.7	0.3	1503	i	1	-0.3%	2	690

Screens as filed in PubChem.
